Assay outcomes from PubChem BioAssay.
CCHFV vOTU inh: CCHFV vOTU protease inhibition | inhibition, % at 11.5 µM | Pep-AMC fluorescence | 370,000 tested, 0.55% active; note: 0% = vehicle wells with enzyme and 100% = no enzyme wells
GDH-TPI counter: GDH-TPI coupled enzyme inhibition counter-screen; GDH-TPI coupled enzyme counterscreen, NADH absorbance; inhibition, % at 4.8 µM; 360,000 tested, 1.2% active; AID 588335;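 note: 0% = DMSO wells and 100% = wells lacking the enzyme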
Mtb FBA inh: inhibitors of M. tuberculosis fructose-bisphosphate aldolase. P9WQA3. purified M. tuberculosis FBA, fluorescence read-out. inhibition, % at 1 µM. 360,000 tested, 2.3% active. AID 588726; in the data active = inhibition above about 27%;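 note: 0% = vehicle and 100% = reference inhibitor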
Target sequence (P9WQA3 whole entry, looked up): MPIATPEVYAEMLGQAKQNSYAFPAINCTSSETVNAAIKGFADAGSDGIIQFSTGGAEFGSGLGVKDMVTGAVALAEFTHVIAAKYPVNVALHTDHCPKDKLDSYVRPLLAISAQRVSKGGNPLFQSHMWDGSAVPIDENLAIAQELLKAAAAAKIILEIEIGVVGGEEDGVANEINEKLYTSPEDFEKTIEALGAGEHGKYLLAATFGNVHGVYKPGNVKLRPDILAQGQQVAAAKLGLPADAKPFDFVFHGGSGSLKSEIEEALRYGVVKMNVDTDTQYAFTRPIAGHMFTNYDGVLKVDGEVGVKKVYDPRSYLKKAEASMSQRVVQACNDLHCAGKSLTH
FadD28 FP inh: M. tuberculosis FadD28 bisubstrate binding inhibition. 360,000 tested, 0.22% active. AID 588549. FadD28 bisubstrate probe binding, fluorescence polarization. inhibition, % at 12.5 µM; in the data active = inhibition above about 8.5%, passing the limit was not always enough
BoNT-A LC inh2: inhibitors of Botulinum neurotoxin A light chain protease. inhibition, % at 10 µM. multiplex microsphere protease substrate cleavage, flow cytometry. AID 588499. 360,000 tested, 0.17% active; in the data active = inhibition above about 30%; note: plate controls were buffer without enzyme for full effect and enzyme alone for no effect
BoNT-F LC inh: BoNT F light chain protease inhibition | inhibition, % at 10 µM | 360,000 tested, 0.22% active | Multiplex microsphere protease cleavage assay, flow cytometry; in the data active = inhibition above about 35%, passing the limit was not always enough; note: plate controls were buffer without enzyme for full effect and enzyme alone for no effect
UGM FP inh: inhibitors of M. tuberculosis UDP-galactopyranose mutase | P9WIQ1 | purified UGM, fluorescence polarization probe displacement | inhibition, % at 10 µM | 320,000 tested, 0.06% active | AID 504406; in the data active = inhibition above about 10%, passing the limit was not always enough
Target sequence (P9WIQ1 whole entry, looked up): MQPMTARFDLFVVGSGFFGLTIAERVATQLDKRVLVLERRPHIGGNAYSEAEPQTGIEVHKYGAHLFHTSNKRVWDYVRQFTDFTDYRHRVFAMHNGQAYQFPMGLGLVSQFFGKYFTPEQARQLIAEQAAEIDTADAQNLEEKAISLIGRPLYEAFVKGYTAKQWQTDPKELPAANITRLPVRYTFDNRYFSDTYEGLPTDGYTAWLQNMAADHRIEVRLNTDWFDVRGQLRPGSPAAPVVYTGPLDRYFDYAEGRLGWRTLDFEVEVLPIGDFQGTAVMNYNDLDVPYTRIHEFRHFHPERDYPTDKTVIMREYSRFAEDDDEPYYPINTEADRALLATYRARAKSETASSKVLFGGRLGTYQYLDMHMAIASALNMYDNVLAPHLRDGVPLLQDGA
PrPC TRFRET: reduces human prion protein on the cell surface. P04156. cell surface PrPC, TR-FRET read-out. inhibition, % at 13.8 µM. 370,000 tested, 0.43% active. AID 720596; in the data active = inhibition above about 24%; note: 0% = median of the test wells and 100% = reference compound wells
BioA inh: inhibitors of Mycobacterium tuberculosis BioA enzyme; purified M. tuberculosis BioA enzyme, plate reader; inhibition, % at 9.99 µM; 360,000 tested, 0.096% active; AID 602481; in the data active = inhibition above about 40%
Starred values were filed as active, the others as inactive; · = no result given. Cut-off read from the data, not from the text of the source, unless noted: active = inhibition above about 30%; inactive = the rest.

Start of the data: the first two entries, ahead of the listing:
SMILES | CCHFV vOTU inh | GDH-TPI counter | Mtb FBA inh | FadD28 FP inh | BoNT-A LC inh2 | BoNT-F LC inh | UGM FP inh | PrPC TRFRET | BioA inh
CCOc1ccccc1Oc1coc2cc(OC(=O)N(C)C)ccc2c1=O | -2 | 3 | -1 | -0.7 | -1.5 | 11 | 2.6 | -8 | -4.6
COc1cc(S(=O)(=O)NCc2ccccn2)ccc1Cl | -5 | 0 | 1 | -0.2 | 1.1 | 14 | -0.1 | -1 | 2.3

The listing, previewed entries included:
SMILES | CCHFV vOTU inh | GDH-TPI counter | Mtb FBA inh | FadD28 FP inh | BoNT-A LC inh2 | BoNT-F LC inh | UGM FP inh | PrPC TRFRET | BioA inh
CCOc1ccccc1Oc1coc2cc(OC(=O)N(C)C)ccc2c1=O | -2 | 3 | -1 | -0.7 | -1.5 | 11 | 2.6 | -8 | -4.6
COc1cc(S(=O)(=O)NCc2ccccn2)ccc1Cl | -5 | 0 | 1 | -0.2 | 1.1 | 14 | -0.1 | -1 | 2.3
CCN(CC)C(=O)CN(C#N)c1nc(NC(C)C)nc(NC(C)C)n1 | -5 | 5 | 1 | -0.1 | 0.4 | -11 | -2.1 | 1 | 0.7
COc1ccc(OCC(=O)Nc2cc(S(=O)(=O)N3CCCC3)ccc2OCC(F)(F)F)cc1 | 2 | 2 | -2 | -4.5 | -1.7 | -5 | · | -6 | 0.9
CC(OC(=O)[C@@H](NS(=O)(=O)c1ccccc1)C(C)C)C(=O)c1c(N)n(C)c(=O)n(C)c1=O (some centres not stated) | -2 | -3 | 0 | -3.9 | -0.6 | -8 | · | -3 | 0.2
COc1ccc(Nc2c[nH]c(=O)[nH]c2=O)cc1 | -1 | 8 | 2 | -0.3 | -0.7 | -8 | · | -1 | 0.0
CO[C@H]1O[C@H](CBr)[C@@H](OC(=O)c2ccccc2)[C@H](O)[C@H]1O | 6 | -1 | 2 | 0.2 | -1.8 | -16 | 4.5 | 14 | -0.6
COc1cccc(N(CC(=O)NC2CCCC2)C(=O)CCCC(=O)Nc2ccccn2)c1 | 8 | -8 | 2 | -2.7 | -0.9 | 4 | -0.3 | -8 | -0.3
C/C(=N\NC(=O)c1cc2ccccc2cc1O)c1cc2ccccc2o1 | 17 | 60* | -3 | 1.9 | -0.6 | -6 | 1.8 | 1 | 0.1
CCc1nc(CN2CCN(Cc3ccc(F)c(F)c3)C(CCO)C2)c(C)[nH]1 (configuration not stated) | 0 | 6 | -6 | -1.7 | 0.2 | 1 | 0.9 | -1 | ·
COc1cc(C=O)ccc1OC(=O)c1ccc(C(C)C)cc1 | 17 | 6 | 3 | -5.0 | -1.1 | -4 | 2.3 | 7 | 0.8
Cc1ccc(S(=O)(=O)CCC(=O)OCC(=O)NCc2ccc(F)cc2)cc1 | -6 | -12 | 2 | 1.2 | -0.2 | 1 | · | -2 | 2.1

Looked up above:
Result of CC(OC(=O)[C@@H](NS(=O)(=O)c1ccccc1)C(C)C)C(=O)c1c(N)n(C)c(=O)n(C)c1=O (some centres not stated) in BoNT-F LC inh: -8
Result of COc1cc(C=O)ccc1OC(=O)c1ccc(C(C)C)cc1 in FadD28 FP inh: -5.0
Result of CCN(CC)C(=O)CN(C#N)c1nc(NC(C)C)nc(NC(C)C)n1 in Mtb FBA inh: 1
Result of COc1ccc(Nc2c[nH]c(=O)[nH]c2=O)cc1 in BioA inh: 0.0

(further entries)
SMILES | CCHFV vOTU inh | GDH-TPI counter | Mtb FBA inh | FadD28 FP inh | BoNT-A LC inh2 | BoNT-F LC inh | UGM FP inh | PrPC TRFRET | BioA inh
CC1(C)OC(=O)C(=NNc2ccccc2)C(=O)O1 | 22 | 22 | -2 | 1.8 | -0.5 | 2 | -1.2 | -1 | 0.3
CCCOc1c(OC)cccc1C1CC(=O)Nc2cc(OC)c(OC)c(OC)c21 (configuration not stated) | 16 | 8 | 1 | -1.5 | -1.6 | -10 | 3.9 | 1 | 1.2
COc1cc2cc(CN(C(=O)Nc3ccccc3)C3CCCC3)c(=O)[nH]c2cc1OC | -9 | 13 | 16 | -0.8 | -0.4 | -6 | 2.9 | -1 | -1.4
CCOC(=O)c1sc2nc(C(C)C)c3c(c2c1N)CCC3 | -6 | 4 | 29* | -1.4 | -0.8 | -10 | -1.5 | -3 | 0.3
CCOC(=O)CSc1nnc(Cc2ccccc2)n1-c1ccc(C)cc1 | 6 | -3 | 3 | -3.9 | 0.4 | -7 | 3.7 | 1 | 1.9
NC(=O)CC(NC(=O)Cc1ccc(Br)cc1)c1ccc(NCCN2CCCCC2)c([N+](=O)[O-])c1 (configuration not stated) | 2 | -16 | 2 | -4.1 | -0.5 | -1 | -0.5 | -18 | 0.0
CCN(C(=O)Cn1c(=O)oc2ccccc21)c1ccc(C)c(C)c1 | 1 | 10 | 0 | 1.4 | -0.2 | -7 | -0.4 | -8 | 2.1
COCCCNC(=O)c1ccc2nc3ccccc3c(=O)n2c1 | -103 | 13 | 66* | -0.6 | 1.9 | 4 | 1.7 | -20 | 0.1
Cc1ccc(N(CC(=O)N/N=C/c2ccco2)S(=O)(=O)c2ccccc2)cc1 | 9 | 6 | 2 | -1.8 | 1.5 | 6 | 0.9 | -5 | -1.3
CCOC(=O)c1c(SCC(=O)Nc2nccs2)nc(C)c(C)c1C | 0 | 0 | 15 | -2.2 | 0.7 | -5 | -2.0 | -3 | 0.0
Cc1ccc(NC(=O)CC(C)CC(=O)NCc2ccccc2)cc1Cl (configuration not stated) | 5 | -2 | 1 | -0.5 | -3.1 | 2 | -0.6 | -5 | -1.1
COc1cc(-c2c(C#N)c(N)nc(SCc3ccncc3)c2C#N)cc(OC)c1OC | · | 11 | 0 | 0.0 | 0.1 | 0 | -1.1 | · | 16

Limited to BoNT-F LC inh and Mtb FBA inh (4 entries from above):
SMILES	BoNT-F LC inh	Mtb FBA inh
COCCCNC(=O)c1ccc2nc3ccccc3c(=O)n2c1	4	66*
Cc1ccc(N(CC(=O)N/N=C/c2ccco2)S(=O)(=O)c2ccccc2)cc1	6	2
CCOC(=O)c1c(SCC(=O)Nc2nccs2)nc(C)c(C)c1C	-5	15
Cc1ccc(NC(=O)CC(C)CC(=O)NCc2ccccc2)cc1Cl (configuration not stated)	2	1

Later entries.
SMILES | CCHFV vOTU inh | GDH-TPI counter | Mtb FBA inh | FadD28 FP inh | BoNT-A LC inh2 | BoNT-F LC inh | UGM FP inh | PrPC TRFRET | BioA inh
Cc1ccc(S(=O)(=O)NC(=O)Nc2cccc(C)n2)cc1 | -8 | -11 | 1 | -2.6 | -7.4 | -6 | -0.5 | 1 | -0.9
O=C(Nc1ccccc1OC(F)F)c1oc2ccccc2c1COc1ccccc1 | 17 | 11 | 0 | -2.7 | 0.5 | -7 | 1.6 | 5 | -0.6
COc1ccc2cc(-c3[nH]ncc3CN3CCCN(c4ccccc4)CC3)ccc2c1 | 7 | -3 | -2 | -1.2 | -1.1 | 1 | -1.7 | 0 | ·
O=C(CN(C(=O)Cn1nnc(-c2ccc(F)cc2)n1)C1CCCC1)NC1CCCC1 | -6 | -1 | -1 | -2.5 | 0.5 | 2 | -5.4 | -8 | -1.8
Cc1ccc(S(=O)(=O)Nc2c(C)n(C)n(-c3ccccc3)c2=O)cc1C(=O)OC(C)C(=O)c1ccccc1 (configuration not stated) | 8 | 7 | 1 | -2.0 | 0.3 | 7 | · | -7 | 0.9
C=C1CCC2[C@](C)(CO[C@@H]3O[C@H](CO)[C@@H](O)[C@H](O)[C@H]3O)CCC[C@@]2(C)[C@@H]1CCC1=CCOC1=O (some centres not stated) | -5 | 4 | 0 | -0.9 | -0.4 | 1 | -1.7 | -1 | 2.4
CCN(c1ccc(NC(=O)CCc2nc3sc4c(c3c(=O)[nH]2)CCCC4)cc1)C(C)C | -5 | -1 | -2 | -2.8 | 2.6 | 13 | -1.8 | -4 | -2.1
c1ccc(C2=Nc3ccccc3OC2)cc1 | 12 | -1 | -1 | -1.3 | 0.9 | -11 | -3.0 | 0 | -0.6
O=C(NCc1ccccc1F)Nc1nnc([C@H]2C[C@H](O)[C@@H](CO)O2)s1 | 2 | -1 | -6 | -2.3 | 0.1 | -5 | · | -5 | -0.5
CCOc1ccc(NC(=O)c2ccc(NC(=O)c3cn4c5c(c(N6CCN(C)CC6)c(F)cc5c3=O)OCC4C)cc2)cc1 (configuration not stated) | -26 | 2 | 8 | -3.5 | 0.2 | -2 | 2.2 | 7 | ·
COc1ccccc1OCCn1c(SCC(N)=O)nc2ccccc21 | 7 | 10 | 1 | -2.6 | 0.1 | -1 | 1.3 | -10 | -0.7
COc1ccc(C(=O)Nc2cccc(C(=O)Nc3cc(C)ccn3)c2)cc1 | -1 | 7 | 0 | 0.6 | -1.5 | -14 | · | 0 | 2.1
Cc1cccc2cc3c(nc12)SC(=NCC1CCCO1)N(Cc1ccco1)C3 (configuration not stated) | · | 14 | 3 | -1.8 | 0.2 | 17 | 0.9 | · | 0.2
CSc1nnc(-c2ccncc2)n1CCCN1CCCC1=O | 4 | 8 | 1 | -0.4 | -2.2 | -2 | 1.3 | -2 | ·
COc1cccc(OC)c1C(=O)Nc1ccccc1C(=O)N1CCCCCC1 | 7 | 4 | -1 | -1.7 | 1.0 | -8 | -5.0 | -3 | -0.6
O=C(Nc1ccc(Cl)cc1)C1Cc2c(-c3cccc(F)c3)ccnc2O1 (configuration not stated) | 16 | 13 | 1 | -1.9 | -0.7 | -3 | · | 10 | -0.4
Cc1ccccc1NC(=O)Cc1nnc(SCc2ccc(Cl)c(Cl)c2)n1C | 5 | 5 | -1 | -5.8 | -0.3 | -2 | -1.4 | 3 | -0.5
Cc1nn(-c2cc(C(F)(F)F)ccc2Cl)c2nc(C(F)(F)F)[nH]c(=O)c12 | 12 | 4 | 0 | -0.9 | 0.0 | 0 | 4.7 | 3 | 1.2
COc1cc(NS(=O)(=O)c2ccc(NC(=O)C3CCCO3)cc2)nc(OC)n1 (configuration not stated) | -4 | -6 | 2 | 1.1 | -0.7 | -8 | 1.2 | -8 | -3.0
CCN(/N=C/c1ccc(Cl)cc1)c1cc(=O)n(C)c(=O)[nH]1 | 9 | 51* | 0 | -1.7 | -0.8 | -2 | 1.8 | -5 | ·
O=C(N/N=C/c1ccc2c(c1)OCO2)c1ccc(Cn2cc([N+](=O)[O-])cn2)o1 | -4 | 43* | -6 | 0.1 | -0.6 | -3 | -0.9 | -2 | ·
[O-]/C(=C(\C(=S)Nc1ccc(SC(F)F)cc1)[n+]1ccccc1)c1cc(Cl)ccc1Cl | 17 | 7 | -5 | -23 | 1.4 | 2 | 0.1 | 3 | ·
CCCSCC(=O)Nc1ncc2c(n1)-c1ccccc1CC2 | -32 | -5 | 22 | -6.1 | 0.5 | -7 | -0.2 | 10 | ·
Cc1cccc(C)c1-n1nnnc1C1(C)CCC(=O)N1Cc1ccc(F)cc1 (configuration not stated) | 6 | · | · | · | -0.9 | 2 | · | 2 | ·
CCCC(=O)Nc1ccc2nc(SCC(=O)Nc3nccs3)sc2c1 | 2 | 2 | 2 | -1.3 | 0.9 | 1 | 0.0 | -1 | -2.4
O=C(NCC(O)c1ccc([N+](=O)[O-])cc1)C(c1ccccc1)c1ccccc1 (configuration not stated) | 7 | 3 | -2 | -2.7 | 1.4 | -16 | -0.2 | -22 | -1.7
CCc1nc2ccc(C(=O)NC3CCN(Cc4ccccc4)CC3)cn2c1N(CC)Cc1cccc(Br)c1 | 6 | 9 | -2 | -0.2 | -1.0 | -9 | · | -19 | -1.6
Oc1ccc(N=Nc2n[nH]c(-c3ccc(Cl)cc3)n2)cc1 | -2 | -3 | -18 | 3.7 | -0.7 | -4 | 0.8 | -7 | 3.2
O=C(OCCCN=C1NS(=O)(=O)c2ccccc21)c1cccs1 | 13 | -3 | -2 | -1.6 | -0.2 | 7 | 3.1 | 2 | -0.2
CCOc1ccc(S(=O)(=O)N2CCOCC2)cc1NC(=O)CSC(=S)N1CCCC1 | 0 | -9 | 0 | -1.3 | 2.2 | 6 | -1.2 | 0 | ·
